# Compound activity as filed in PubChem.
# Mcl1-Noxa inh: Mcl-1/Noxa binding inhibitors, primary screen, biochemical, TR-FRET, 1536-well | Induced myeloid leukemia cell differentiation protein Mcl-1 (Homo sapiens), Q07820 | TR-FRET Mcl-1/Noxa peptide binding, 2 h | inhibition, % at 21.7 µM | 220,000 tested, 1.5% active | AID 1022, 2008;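 active means compounds that cut the protein-peptide binding signal by more than 50% relative to plate controls in a single-dose test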;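 further: His-tagged Mcl-1 with rhodamine Noxa BH3 peptide and terbium anti-His antibody; 0% = Mcl-1 plus Noxa peptide wells and 100% = peptide-only wells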
# Target sequence (Q07820 whole entry, looked up): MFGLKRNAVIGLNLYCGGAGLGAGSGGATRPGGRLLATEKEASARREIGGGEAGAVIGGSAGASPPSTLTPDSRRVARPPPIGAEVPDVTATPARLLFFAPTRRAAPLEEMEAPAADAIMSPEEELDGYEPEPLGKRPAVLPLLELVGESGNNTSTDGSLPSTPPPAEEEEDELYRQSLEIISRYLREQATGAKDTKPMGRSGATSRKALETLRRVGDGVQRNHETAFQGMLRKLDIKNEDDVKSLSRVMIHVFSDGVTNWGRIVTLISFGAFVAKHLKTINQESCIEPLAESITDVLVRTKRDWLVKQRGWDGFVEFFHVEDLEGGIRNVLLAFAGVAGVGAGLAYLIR
# RGS8-Gao reg: RGS8-Galphao binding modulators, primary screen, biochemical, multiplexed bead flow cytometry | Guanine nucleotide-binding protein G(o) subunit alpha (Homo sapiens), P09471 | actives lie on both sides | response (percent of control binding), % at 10 µM | 220,000 tested, 0.34% active | AID 1423, 2008; in the data active means response below about 60% or above about 140%; inactive means in between;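 further: Galphao activated as the GDP aluminium fluoride complex binding bead-coupled RGS8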
# Target sequence (P09471 whole entry, looked up): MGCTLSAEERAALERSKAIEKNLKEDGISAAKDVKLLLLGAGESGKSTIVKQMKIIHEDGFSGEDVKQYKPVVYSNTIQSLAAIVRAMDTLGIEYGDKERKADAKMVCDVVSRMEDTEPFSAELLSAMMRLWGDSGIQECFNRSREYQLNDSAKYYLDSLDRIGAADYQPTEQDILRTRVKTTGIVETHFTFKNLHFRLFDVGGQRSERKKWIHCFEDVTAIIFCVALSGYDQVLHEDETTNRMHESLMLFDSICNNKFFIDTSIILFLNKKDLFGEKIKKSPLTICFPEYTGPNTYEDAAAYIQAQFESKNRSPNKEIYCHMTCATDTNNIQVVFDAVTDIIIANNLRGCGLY
# Mcl1-Bid inh: Mcl-1/Bid binding inhibitors, primary screen, biochemical, TR-FRET, 1536-well | inhibition, % at 21.7 µM | 220,000 tested, 0.97% active | TR-FRET Mcl-1/Bid-Dy647 peptide binding | Induced myeloid leukemia cell differentiation protein Mcl-1 (Homo sapiens), Q07820;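 active means compounds that cut the binding signal by more than half at the single screening dose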;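 further: His-tagged Mcl-1 with europium anti-His antibody binding Bid BH3 peptide; 0% = Mcl-1 plus peptide wells and 100% = peptide-only wells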
# Pf gametocyte: late stage P. falciparum gametocyte viability inhibitors, primary screen, ATP luminescence, HTS; inhibition, % at 10.9 µM; P. falciparum stage V gametocytes, 24 h; 150,000 tested, 0.065% active;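 active means inhibition above the mean plus 3 SD of compounds within the control limits, set per campaign, cut at about 38% in these data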;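 further: 0% = DMSO wells and 100% = medium only without gametocytes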
# Rab7 wt modul: modulators of GTP binding to Rab7, primary screen, biochemical, wildtype, multiplex bead flow cytometry. GTP binding activity (percent of control), % at 10 µM. Rab7 GTPase wild type (dog), Bodipy-FL-GTP binding. AID 758, 2007. 190,000 tested, 0.055% active. GST-Rab7 beads, fluorescent GTP binding; actives lie on both sides; untreated = 100%, excess cold GTP = 0%;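 active means fluorescent GTP binding to Rab7 beads changed by at least 20 points from the 100% baseline, either direction, mostly lower; inconclusive means compound itself probably fluorescent, or too few beads counted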;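 further: median green fluorescence of bound Bodipy-FL-GTP per Rab7 bead population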
# Bim-Mcl-1: inhibitors of Bim peptide binding to Mcl-1, primary screen, biochemical, bead-based flow cytometry, multiplex | Induced myeloid leukemia cell differentiation protein Mcl-1 (Homo sapiens), Q07820 | Bim peptide-Mcl-1 binding | inhibition, % at 10 µM | 190,000 tested, 0.1% active | AID 1009, 2008; in the data active means inhibition above about 40%;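 further: 0% = no compound tracer wells and 100% = peptide blocker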
# Rac1 mut GTP: GTP binding modulators of activated mutant Rac1, primary screen, biochemical, bead-based flow cytometry, multiplex, fluorescent GTP. GST-Rac1 activated beads; actives lie on both sides; 100% means binding = to untreated wells. percent activity (GTP binding), % at 10 µM. 190,000 tested, 0.11% active. AID 764, 2007;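 active means GTP binding at least 20 percentage points away from the 100% baseline, in either direction, so actives lie on both sides; inconclusive means Compound likely fluorescent itself, or too few beads counted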
# Cdc42 wt GTP: modulators of GTP binding to wildtype Cdc42, primary screen, biochemical, multiplex bead flow cytometry, Bodipy-GTP; Cell division control protein 42 homolog (Homo sapiens), P60953; AID 761, 2007; percent activity (GTP binding), % at 10 µM; 190,000 tested, 0.2% active; GST-Cdc42 beads; actives lie on both sides;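 active means percent activity GTP binding at least 20 points away from the 100% baseline, either down as inhibitor or up as activator; inconclusive means compound flagged as likely green fluorescent from well-wide comparison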;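 further: median bead fluorescence of bound Bodipy-FL-GTP at 100 nM; 0% = excess unlabeled GTP control and 100% = no compound control; below 100% means less GTP binding so inhibitor and above means activator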
# Target sequence (P60953 whole entry, looked up): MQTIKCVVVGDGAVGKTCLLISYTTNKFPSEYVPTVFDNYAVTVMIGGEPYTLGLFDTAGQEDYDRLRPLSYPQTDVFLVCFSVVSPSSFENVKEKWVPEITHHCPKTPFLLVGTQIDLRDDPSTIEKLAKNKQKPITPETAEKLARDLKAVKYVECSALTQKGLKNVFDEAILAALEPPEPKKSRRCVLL
# Rab2 wt GTP: modulators of GTP binding to Rab2A wildtype, primary screen, biochemical, dog, bead-based flow cytometry, multiplex. GST-Rab2 wt beads, Bodipy-GTP binding. GTP binding activity, % at 10 µM. 190,000 tested, 0.19% active;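 active means GTP binding activity at least 20 points away from 100%, either lowered or raised; inconclusive means signal likely due to the compound's own green fluorescence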;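 further: 0% = beads with excess unlabeled GTP and 100% = no-compound control corrected for plate trend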
# HRas wt GTP: modulators of GTP binding to HRas wildtype, primary screen, biochemical, bead-based flow cytometry, multiplex | GST-Ras wt beads, Bodipy-FL-GTP binding; actives lie on both sides | GTP binding activity, % at 10 µM | 190,000 tested, 0.14% active | GTPase HRas (Homo sapiens), P01112;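 active means GTP binding activity at least 20% away from the 100% baseline, either lowered as inhibitor or raised as activator; inconclusive means flagged as likely green fluorescent, judged across all proteins in the well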;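 further: 0% = unlabeled GTP competition control and 100% = no-compound control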
# Target sequence (P01112 whole entry, looked up): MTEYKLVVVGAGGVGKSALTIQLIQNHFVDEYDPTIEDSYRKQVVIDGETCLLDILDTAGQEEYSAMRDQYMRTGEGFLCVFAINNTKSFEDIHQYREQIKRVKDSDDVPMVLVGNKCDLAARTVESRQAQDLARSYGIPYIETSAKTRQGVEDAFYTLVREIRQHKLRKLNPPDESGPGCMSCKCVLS
# Rac1 wt GTP bind: wildtype Rac1 GTP binding modulators, primary screen, biochemical, GST-Rac1 beads, flow cytometry, multiplex. GTP binding activity (% of control), % at 10 µM. fluorescent GTP binding; actives lie on both sides; 0 = cold GTP competed, 100 = untreated. Ras-related C3 botulinum toxin substrate 1 (Homo sapiens), P63000. 190,000 tested, 0.27% active;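 active means GTP binding activity at least 20 points away from the 100% control level, either lower or higher; inconclusive means compound flagged as likely green fluorescent, judged across all proteins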
# * marks the source's active call; other numbers are inactive results; ? = inconclusive; . = not tested or not shown.
SMILES,Mcl1-Noxa inh,RGS8-Gao reg,Mcl1-Bid inh,Pf gametocyte,Rab7 wt modul,Bim-Mcl-1,Rac1 mut GTP,Cdc42 wt GTP,Rab2 wt GTP,HRas wt GTP,Rac1 wt GTP bind
Cc1cccn2c(=O)c3cc(C(N)=S)c(=N)n(CCCN4CCOCC4)c3nc12,40,97,58*,2,98,0,95,94,95,96,97
Cc1cccc(C)c1NC(=O)CSc1nnc(C)c(=O)[nH]1,7,104,-21,-4,104,0,100,100,103,101,105
Cc1cc(C)nc(SC2CCCCC2NS(=O)(=O)c2ccccc2)n1 (stereo unspecified),7,100,0,12,102,-4,100,102,99,101,103
CC(C)N(Cc1nccn1C)C(=O)CC1C(=O)NCCN1Cc1ccccc1C(F)(F)F (stereo unspecified),-25,104,-18,6,102,3,92,90,97,94,94
COc1ccc(-n2nc(C(=O)NCC(=O)Nc3cccc(C)n3)c3ccccc3c2=O)cc1,-130,97,-28,.,98,7,100,99,100,101,103
COc1ccccc1NC(=O)COC(=O)c1ccc(S(=O)(=O)NCc2ccco2)cc1,-1,100,-29,31,103,-1,102,104,102,104,105
CCOc1ccc(OCC)c(NC(=O)CN2CCN(c3ccc(C)cc3C)CC2)c1,18,99,51*,.,98,-5,100,102,104,101,108
O=C(c1ccc(Cl)cc1)[C@@H]1[C@@H]2C(=O)N(c3ccccc3)C(=O)[C@@H]2C2c3ccccc3C=NN21 (stereo partly specified),-16,113,-17,-4,98,-1,102,100,100,101,104
Cc1cccc(NS(=O)(=O)c2ccc3[nH]c(=O)cc(C(=O)O)c3c2)c1,-3,100,-10,3,105,0,95,96,100,98,95
Cc1[nH]n(-c2ccccc2)c(=O)c1C=NC1CCCCC1,-2,97,-6,2,108,-3,101,101,101,103,106

# Fetched by compound from above, two records:
SMILES,Mcl1-Noxa inh,RGS8-Gao reg,Mcl1-Bid inh,Pf gametocyte,Rab7 wt modul,Bim-Mcl-1,Rac1 mut GTP,Cdc42 wt GTP,Rab2 wt GTP,HRas wt GTP,Rac1 wt GTP bind
CC(C)N(Cc1nccn1C)C(=O)CC1C(=O)NCCN1Cc1ccccc1C(F)(F)F (stereo unspecified),-25,104,-18,6,102,3,92,90,97,94,94
Cc1cccn2c(=O)c3cc(C(N)=S)c(=N)n(CCCN4CCOCC4)c3nc12,40,97,58*,2,98,0,95,94,95,96,97

# More records.
SMILES,Mcl1-Noxa inh,RGS8-Gao reg,Mcl1-Bid inh,Pf gametocyte,Rab7 wt modul,Bim-Mcl-1,Rac1 mut GTP,Cdc42 wt GTP,Rab2 wt GTP,HRas wt GTP,Rac1 wt GTP bind
CC1(C)CC(=O)C=C(NCCN2CCN(C(=O)Nc3ccc(Cl)c(Cl)c3)CC2)C1,29,100,11,-43,97,-3,98,99,99,100,99
COc1cccc(/C(O)=C2/C(=O)C(=O)N(c3ccccn3)C2c2ccc(OC)c(OC)c2)c1 (stereo unspecified),24,99,-90,-4,103,-4,102,108,101,105,107
C=CCn1c(-c2ccccc2)nc(=S)c2c1CC(C)(C)OC2,9,104,-17,3,106,-4,101,103,106,105,107
CCC(=O)Nc1nnc(SCc2cccc(F)c2)s1,-16,103,-17,12,97,-4,96,93,95,96,98
O=[N+]([O-])c1cnccc1Nc1ccccc1,3,102,2,.,103,0,99,101,101,102,103
Cc1ccc(-c2noc(CN3CCN(Cc4ccccc4)CC3)n2)cc1,-1,102,-14,12,97,0,97,101,99,100,107
COC(=O)C1CC(=O)c2ccsc2C1 (stereo unspecified),-13,96,19,2,99,-6,99,96,98,99,100
S=C(NCCCN1CCOCC1)Nc1ccc(N2CCOCC2)cc1,-6,99,-36,0,105,-3,97,99,100,99,103
O=C(C1CCN(S(=O)(=O)N2CCOCC2)CC1)N1CCc2ccccc21,-9,103,-11,.,97,0,98,105,98,100,107
CCOC(=O)C1CCN(C(=O)N(CC)CC)CC1,4,99,-23,20,96,0,95,96,96,99,100
COc1ccccc1C(=O)C1CCCN(C(=O)c2snnc2C)C1 (stereo unspecified),10,101,-17,5,95,13,97,100,98,98,103
O=C(CCS(=O)(=O)c1cccc2nonc12)Nc1cccc2c1CCCC2,9,99,0,.,99,-3,99,102,101,100,103
COc1ccc(NC(=O)c2sccc2SCC#N)cc1,10,101,-8,-17,96,2,97,100,99,100,98
CC(=O)NCc1ccc(C(=O)CCl)s1,-9,101,-4,-7,99,0,92,93,95,95,95
COC(=O)c1ccc(/C=C/C(=O)c2ccc(OC)cc2)cc1,-9,100,-1,.,99,-1,97,97,96,100,100
CCN1C(=O)N[C@H](c2ccc(Br)cc2)C(C(C)=O)=C1C,5,109,-21,.,98,-1,98,95,98,95,100
COCCNc1nc(SCC(=O)N2CCN(c3ccccc3OC)CC2)nc2ccccc12,-11,115,-62,-2,97,-5,99,97,98,98,101
O=C(Cc1cc(=O)[nH][nH]1)N/N=C/c1ccccc1[N+](=O)[O-],4,97,-96,-18,101,-12,100,102,102,101,101
COCCN(C(=O)CSc1nc2ccccc2c(=O)n1CCOC)c1c(N)n(Cc2ccccc2)c(=O)[nH]c1=O,-3,99,-22,-1,105,-1,97,100,104,101,106
CCc1c(C)nc2cc(-c3cccs3)[nH]n2c1=O,7,99,-18,.,96,2,96,98,96,97,100
COC(=O)c1ccc(C2N=C(c3cccs3)CC(c3ccccc3O)N2)cc1 (stereo unspecified),1,101,-3,.,93,0,90,92,91,91,93
COc1cc(NC(=O)c2c(Cl)cnn2C)c(OC)cc1Cl,9,100,-11,-12,105,-1,96,100,100,99,104
Cc1cc(C)n(C(=O)CNC(=O)COc2ccccc2)n1,7,104,6,9,98,-2,98,100,99,101,96
CCC(C)NC(=S)N(CCc1ccccc1)Cc1cc2cc(OC)c(OC)cc2[nH]c1=O (stereo unspecified),6,106,-39,2,95,.,103,99,102,101,101
CC(C)(C)C1CCc2[nH]nc(C(=O)O)c2C1 (stereo unspecified),.,101,-26,-2,95,-1,93,97,94,94,93
COc1cc(-c2nc(-c3ccc(NC(=O)c4ccc(Br)o4)cc3)no2)cc(OC)c1OC,1,102,68*,-20,97,0,100,102,99,99,104
Cc1c(C(=O)OC2CCCC2C)[nH]c2c1C(=O)CCC2 (stereo unspecified),0,101,-8,.,97,0,98,97,100,98,101
Cc1c(Br)c([N+](=O)[O-])nn1C(C)C(=O)NCc1cccnc1 (stereo unspecified),-5,102,-16,-11,96,0,97,103,98,100,101
CC1C(=O)C(C)C(c2ccco2)NC1c1ccco1 (stereo unspecified),14,95,3,.,99,-2,98,100,98,99,101
CC(/C=N/n1c(-c2ccco2)n[nH]c1=S)=C\c1ccccc1,20,102,-67,-13,92,-12,95,94,94,94,96
CCOC(=O)c1sc(N(Cc2ccccc2)C(=O)COC(=O)c2cnccn2)nc1C,23,101,-30,8,93,-3,92,95,96,94,94
CC(C)(O[C@@H]1O[C@H](CO)[C@@H](O)[C@H](O)[C@H]1O)[C@H]1Cc2cc3ccc(=O)oc3cc2O1,23,86,-11,7,100,0,100,105,102,105,103
Cc1ccc(S(=O)(=O)n2cnc3cc([N+](=O)[O-])ccc32)c(C)c1C,-41,105,-74,-39,99,-2,98,102,101,99,102
COc1cc(S(=O)(=O)N(Cc2ccccc2)Cc2ccccn2)ccc1-n1cnnn1,5,87,-1,.,93,-2,89,93,90,93,94
Cc1occc1-c1nnc(SCC(=O)NC(=O)NC(C)C)n1N,-2,101,-24,.,97,0,96,97,97,98,98
O=C1C(Cl)=C(NC2CCCCC2)C(=O)N1c1ccc(Cl)cc1,-17,104,-7,.,103,-7,100,97,100,100,102
O=C(N/N=C/c1ccccn1)c1cc(-c2ccc3ccccc3c2)n[nH]1,-21,102,36,13,104,-6,99,103,101,103,108
COc1ccc(NC(=O)CCC(=O)OCc2ccc([N+](=O)[O-])cc2)cc1,10,94,-28,-12,105,0,97,98,105,100,101
COc1cc(OC)cc(C(=O)NC2CCSC2=O)c1 (stereo unspecified),9,103,8,10,100,-2,102,102,102,103,109
COCCNC(=O)CSc1nc2ccccc2c(=O)n1CCCC(=O)NCc1ccccc1,-2,106,-7,-21,102,2,99,102,100,101,101
CSc1nnc(C2CCCN2)n1C (stereo unspecified),20,105,13,.,100,-2,102,107,102,102,109
O=C(CC1SC2=NCCN2C1=O)Nc1ccc(Br)cc1 (stereo unspecified),-9,102,-29,.,101,0,95,100,96,98,98
CCN1CCN(Cc2nc3c(c(=O)n(C)c(=O)n3C)n2CC(=O)c2ccccc2)CC1,18,101,-17,.,101,0,100,100,99,102,107
O=C(c1ccc(C(F)(F)F)cc1)C1CCCN(C(=O)c2cnccn2)C1 (stereo unspecified),10,100,-18,3,101,0,95,94,99,97,98
O=C(Cc1ccccc1)NCc1ccc(F)cc1,0,110,-1,.,98,3,99,102,100,97,101
COC(=O)c1nnn(-c2nc(N(C)C)nc(N(C)C)n2)c1C,4,102,-5,0,101,2,96,96,97,95,98
CC(C)N1CCNCC1,30,106,-14,-5,104,-1,95,96,97,98,106
CCC(C)(C)n1nnnc1C(c1cc2cccc(C)c2[nH]c1=O)N1CCN(C(=O)c2ccco2)CC1 (stereo unspecified),-8,104,-1,25,93,1,97,96,95,96,96
CCOc1ccc(S(=O)(=O)N(C(=O)c2ccco2)c2cc3sc(=O)oc3c3ccccc23)cc1,24,94,-12,.,95,-3,101,99,97,98,102
CCCCCCCn1ccc(=N)cc1,14,100,22,-15,99,-2,97,99,99,99,102
Cc1ccc(-n2cc(-c3ccccc3)c3c(=O)[nH]cnc32)cc1,-7,98,-7,-7,101,-6,104,106,103,103,111
Oc1c(C=Nc2ccccc2)sc(=S)n1Cc1ccccc1,-7,102,-47,28,?,-8,?,?,?,?,?
CN(Cc1ccccc1)S(=O)(=O)c1ccc(NC(=S)NC(=O)C(C)(C)C)cc1,26,93,-5,14,100,-5,96,98,97,96,101

# Rows were taken by chance. Share with any hit: about 2.9%.
